High-throughput results deposited in PubChem BioAssay by several laboratories.
NRP1-CendR mod = NRP-1/CendR interaction modulation; O14786; 360,000 tested, 0.85% active; FAM-RPARPAR peptide binding to NRP-1, fluorescence polarization; AID 602438; inhibition, % at 25 µM;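 active means inhibition or corrected inhibition above about 18%, plus a signal ratio from 0.5 to 1.5, limit read from the data, passing the limit was not always enough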; further: strong numbers were not always called active
Neddylation inh = blocks human cullin neddylation. P61081+Q13564. TR-FRET cullin neddylation, biochemical. calls only at 25 µM. 360,000 tested, 0.58% active. AID 651699; in the data active means inhibition above about 36%
SKN-1 inh = inhibitors of C. elegans SKN-1 | 360,000 tested, 0.49% active | C. elegans VP596 Pgst-4::GFP/RFP ratio, acrylamide-induced, 24 h | inhibition, % at 21.8 µM;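 active means interference check ratio from 0.5 to 1.5 plus GFP to RFP signal ratio inhibition reaching or exceeding a fixed threshold, cut at about 30% in these data, passing the limit was not always enough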; further: some compounds called inactive have numbers as strong as hits
eLon inh = E. coli protease La inhibition. P0A9M0. purified E. coli Lon protease, fluorescence polarization. 360,000 tested, 0.42% active. inhibition, % at 7.94 µM; in the data active means inhibition above about 13%, passing the limit was not always enough;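 further: 0% = enzyme with probe and DMSO and 100% = no enzyme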
Rin1-Abl PPI inh = inhibitors of human Rin1-Abl protein interaction; P00519+Q13671; TR-FRET Rin1/Abl binding, biochemical; inhibition, % at 7.35 µM; 360,000 tested, 0.4% active; in the data active means inhibition above about 5%, passing the limit was not always enough
Target sequence (P00519 whole entry, looked up): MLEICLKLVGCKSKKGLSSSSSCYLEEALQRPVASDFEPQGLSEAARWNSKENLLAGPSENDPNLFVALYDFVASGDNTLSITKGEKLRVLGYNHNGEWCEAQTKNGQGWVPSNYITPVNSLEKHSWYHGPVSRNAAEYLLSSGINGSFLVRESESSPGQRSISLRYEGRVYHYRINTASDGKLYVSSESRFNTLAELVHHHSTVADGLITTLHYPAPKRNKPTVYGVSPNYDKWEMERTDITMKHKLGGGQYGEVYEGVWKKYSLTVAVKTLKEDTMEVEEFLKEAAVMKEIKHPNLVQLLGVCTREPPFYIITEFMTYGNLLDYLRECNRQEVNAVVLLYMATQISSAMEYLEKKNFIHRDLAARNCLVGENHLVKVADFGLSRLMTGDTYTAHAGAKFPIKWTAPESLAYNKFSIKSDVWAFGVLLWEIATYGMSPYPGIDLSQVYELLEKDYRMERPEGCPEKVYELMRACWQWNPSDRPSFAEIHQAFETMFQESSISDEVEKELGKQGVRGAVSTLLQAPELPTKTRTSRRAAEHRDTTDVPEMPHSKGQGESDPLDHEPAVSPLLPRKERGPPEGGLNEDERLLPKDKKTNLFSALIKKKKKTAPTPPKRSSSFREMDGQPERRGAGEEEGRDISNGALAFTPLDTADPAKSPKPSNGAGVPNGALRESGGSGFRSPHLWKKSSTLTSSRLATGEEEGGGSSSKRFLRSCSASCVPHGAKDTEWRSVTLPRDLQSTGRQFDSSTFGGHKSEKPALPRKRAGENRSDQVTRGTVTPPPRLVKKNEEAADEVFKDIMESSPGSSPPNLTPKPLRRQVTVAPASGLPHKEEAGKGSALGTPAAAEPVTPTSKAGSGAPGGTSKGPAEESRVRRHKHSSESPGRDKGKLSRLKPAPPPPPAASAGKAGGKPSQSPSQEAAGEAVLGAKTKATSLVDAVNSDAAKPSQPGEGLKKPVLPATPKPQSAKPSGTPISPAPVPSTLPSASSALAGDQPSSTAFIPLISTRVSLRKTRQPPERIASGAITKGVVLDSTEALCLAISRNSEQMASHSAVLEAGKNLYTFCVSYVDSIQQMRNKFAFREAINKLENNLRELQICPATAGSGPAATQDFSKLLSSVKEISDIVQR
Target sequence (Q13671 whole entry, looked up): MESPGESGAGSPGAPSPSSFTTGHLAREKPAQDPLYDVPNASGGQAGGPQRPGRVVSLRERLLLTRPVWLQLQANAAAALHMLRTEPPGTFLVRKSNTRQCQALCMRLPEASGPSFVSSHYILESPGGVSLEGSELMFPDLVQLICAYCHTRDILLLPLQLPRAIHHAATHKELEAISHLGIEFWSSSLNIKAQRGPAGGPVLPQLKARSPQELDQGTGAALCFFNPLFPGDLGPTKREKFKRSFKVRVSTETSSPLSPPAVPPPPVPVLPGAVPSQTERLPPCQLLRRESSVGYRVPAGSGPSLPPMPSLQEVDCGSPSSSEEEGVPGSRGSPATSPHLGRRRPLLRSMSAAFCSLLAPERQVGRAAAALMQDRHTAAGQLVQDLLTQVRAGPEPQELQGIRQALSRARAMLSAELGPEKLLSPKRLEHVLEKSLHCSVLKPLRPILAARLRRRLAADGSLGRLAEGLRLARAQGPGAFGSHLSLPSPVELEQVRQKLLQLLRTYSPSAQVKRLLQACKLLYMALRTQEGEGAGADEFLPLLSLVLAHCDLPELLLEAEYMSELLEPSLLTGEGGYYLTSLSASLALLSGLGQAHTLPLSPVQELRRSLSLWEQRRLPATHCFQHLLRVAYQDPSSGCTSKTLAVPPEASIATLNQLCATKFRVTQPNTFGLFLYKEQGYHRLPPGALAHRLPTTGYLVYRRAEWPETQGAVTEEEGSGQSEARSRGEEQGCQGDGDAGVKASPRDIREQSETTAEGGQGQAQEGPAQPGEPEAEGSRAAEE
FAS TE block = FAS thioesterase (human) inhibition | P49327 | recombinant FAS-TE, OMFH fluorogenic substrate, fluorescence endpoint | inhibition, % at 15 µM | 360,000 tested, 0.67% active;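 active means compounds whose normalised, plate-corrected inhibition of enzyme fluorescence in the single-dose primary screen is 50% or more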;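 further: 0% = DMSO with enzyme and 100% = substrate without enzyme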
MsrA inh = inhibits bovine methionine sulfoxide reductase A; AID 651718; inhibition, % at 15.5 µM; purified bovine MsrA, absorbance read-out; 360,000 tested, 0.75% active; in the data active means inhibition above about 4.5%;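 further: 0% = vehicle wells with enzyme and 100% = reference inhibitor wells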
MT1-MMP act inh = MT1-MMP (human) activation inhibition; P50281; HT1080 RFP-PRO-GFP cells, GFP/RFP ratio fluorescence, overnight; percent of plate control window, DMSO zero; GFP/RFP ratio change, % at 20 µM; 360,000 tested, 0.061% active; AID 651647;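 active means GFP/RFP ratio change of at least 30% with cell ATP level not reduced by more than half and red fluorescence within 50% of control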; further: strong numbers were not always called active
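Material: RFP-PRO-GFP reporter HT1080 cells. Dosing: single-point 20 µM compound, 1% DMSO. Controls: DMSO and RFP-L50D-GFP cell wells. Timing: cells overnight before dosing, compound overnight, 37 °C, 5% CO2. Measure: GFP/RFP fluorescence ratio.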
MsrA act = activators of bovine methionine sulfoxide reductase A | purified bovine MsrA, absorbance read-out | activation, % at 10.6 µM | 360,000 tested, 0.3% active | AID 602163; in the data active means activation above about 7.5%;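 further: 0% = vehicle and 100% = reference activator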
* hit, by the source's call; i = inactive; · = not tested or not shown; + = active, no number.

SMILES	NRP1-CendR mod	Neddylation inh	SKN-1 inh	eLon inh	Rin1-Abl PPI inh	FAS TE block	MsrA inh	MT1-MMP act inh	MsrA act
Cc1sc2ncnc(N3CCC(C(=O)Nc4nnc(SCc5ccccc5F)s4)CC3)c2c1C	-1	i	10	11	3	16	-1.2	7	-7
O=C(Cc1sc(-c2ccccc2Cl)nc1-c1ccccc1)Nc1ccccc1	-11	i	0	6	-5	-3	0.1	-1	2
Cc1ccc(COc2ccc(C(=O)NN)cc2)cc1	-9	i	16	-3	0	-4	0.9	0	3
C=CCn1c(SCC(=O)Nc2cccnc2Cl)nnc1-c1ccc(C(C)(C)C)cc1	1	i	4	0	0	6	-1.2	2	-1
Cc1cccc(NC(=S)NC(=O)C(c2ccccc2)c2ccccc2)n1	9	i	-9	2	-1	4	-0.4	5	-3
COCCN(C(=S)Nc1cccc(C)c1)C(C)c1cccs1 (configuration not stated)	2	i	-1	-1	-1	25	-0.1	-2	-3
CCOC(=O)c1ccc(Oc2cc(C)nc(Cl)n2)cc1	-2	i	-17	1	-1	-3	-0.4	-1	-6
CN(C(=O)c1cccc(NC(=O)Cc2ccc(NC(=O)C3CCN(S(=O)(=O)c4cccc([N+](=O)[O-])c4)CC3)cc2)c1)C1CCC1	-5	i	4	-3	0	2	-0.2	3	0
Cn1c(NC(=O)/C=C/c2ccccc2)cc(=O)n(C)c1=O	5	i	7	11	-7	-8	3.6	0	-8
COC(=O)c1cc(CNC(=O)c2ccccc2OCc2c(C)noc2C)ccc1OC	-2	i	30	-20	0	-5	-1.2	-3	-1
CCCCOc1ccc(C(=O)NCC2(c3ccccc3)CCOCC2)cc1	1	i	29	-4	-6	9	0.4	-5	0
C/C(Cn1cnc([N+](=O)[O-])n1)=N/NC(=O)COc1c(Cl)cc(Cl)cc1Cl	12	i	-3	3	0	-11	-0.3	-1	-7

In the list so far, 2 contain a thiophene ring, fused or not.
SMILES	NRP1-CendR mod	Neddylation inh	SKN-1 inh	eLon inh	Rin1-Abl PPI inh	FAS TE block	MsrA inh	MT1-MMP act inh	MsrA act
Cc1sc2ncnc(N3CCC(C(=O)Nc4nnc(SCc5ccccc5F)s4)CC3)c2c1C	-1	i	10	11	3	16	-1.2	7	-7
COCCN(C(=S)Nc1cccc(C)c1)C(C)c1cccs1 (configuration not stated)	2	i	-1	-1	-1	25	-0.1	-2	-3

(continued)
SMILES	NRP1-CendR mod	Neddylation inh	SKN-1 inh	eLon inh	Rin1-Abl PPI inh	FAS TE block	MsrA inh	MT1-MMP act inh	MsrA act
O=C(c1cc(=O)[nH]c2ccccc12)N(Cc1nnc(-c2ccccc2Cl)o1)C1CC1	-6	i	2	-6	2	-5	1.9	-5	-1
Cn1c(N2CCOCC2)c(C=O)c2ccccc21	0	i	2	-10	6	-3	1.6	0	0
CCc1nc2ccc(C(=O)NCCNC(C)=O)cn2c1N(CCC(C)C)CCN(C)C	7	i	10	-8	-2	-9	0.6	0	-3
Cc1c(NC(=O)c2cc(-c3ccco3)on2)c(=O)n(-c2ccccc2)n1C	-5	i	-16	-10	1	-10	-0.5	-3	-8
Cc1cc(C)c(C#N)c(OCC(=O)Nc2ccccc2)n1	-8	i	22	-22	4	-3	·	-3	-1
CCOC(=O)c1cc(C(C)C)sc1NC(=O)COC(=O)c1nccnc1N	2	+	-7	6	-2	-4	1.3	9	-6
Cc1cc(C)cc(OCC(=O)NCC2CCCO2)c1 (configuration not stated)	-9	i	5	1	2	-6	1.9	3	-4
C=CCN(Cc1nc(-c2cc(OC)c3c(c2)OCO3)oc1C)C1CCS(=O)(=O)C1 (configuration not stated)	-3	i	5	-12	0	-4	1.0	-1	-7
C=C(C)C1Cc2c(C)nn(-c3ccccc3)c2C1 (configuration not stated)	6	i	11	1	-2	6	-0.3	-3	5
C/C(=C(/CCO)SSCC1CCCO1)N(C=O)Cc1cnc(C)nc1N (configuration not stated)	-4	i	-6	-4	-3	0	-0.5	-1	0
CCc1nccn1CCC(=O)N1CCc2c([nH]c3ccccc23)C1CC(C)C (configuration not stated)	2	i	0	5	-1	-5	0.5	-6	-4
CCOC(=O)C1=NN(C(=O)c2ccc(OC)cc2)C(O)(c2ccc(Cl)cc2)C1 (configuration not stated)	-8	i	-3	-63	6	29	-0.4	-18	-9

3 successive records from above, for reference:
SMILES	NRP1-CendR mod	Neddylation inh	SKN-1 inh	eLon inh	Rin1-Abl PPI inh	FAS TE block	MsrA inh	MT1-MMP act inh	MsrA act
C/C(=C(/CCO)SSCC1CCCO1)N(C=O)Cc1cnc(C)nc1N (configuration not stated)	-4	i	-6	-4	-3	0	-0.5	-1	0
CCc1nccn1CCC(=O)N1CCc2c([nH]c3ccccc23)C1CC(C)C (configuration not stated)	2	i	0	5	-1	-5	0.5	-6	-4
CCOC(=O)C1=NN(C(=O)c2ccc(OC)cc2)C(O)(c2ccc(Cl)cc2)C1 (configuration not stated)	-8	i	-3	-63	6	29	-0.4	-18	-9

The listing continues.
SMILES	NRP1-CendR mod	Neddylation inh	SKN-1 inh	eLon inh	Rin1-Abl PPI inh	FAS TE block	MsrA inh	MT1-MMP act inh	MsrA act
O=C(C1CCCO1)N1CCN(C(=S)Nc2ccc(F)cc2)CC1 (configuration not stated)	-1	i	-4	18	1	-9	1.6	-4	-3
N#CC1(NC(=O)CSc2nc3ncc(Cl)cc3[nH]2)CCCCC1	-11	i	-11	-16	-2	-7	-1.3	2	-3
COC(=O)C1C(=O)C2=C(CC1C)NC(C)=C(C(=O)OC1CCCC1)C2c1ccc(N(C)C)cc1 (configuration not stated)	5	i	-5	-1	-2	15	1.3	3	-11
CCN(CC)S(=O)(=O)c1ccc(NS(=O)(=O)c2ccc(OC)c([N+](=O)[O-])c2)cc1	1	i	2	0	0	-1	-0.2	0	-8
CCN1CCc2c(sc(N)c2C#N)C1	-65	i	23	-30	-2	-27	1.0	-17	-5
CN1c2ccccc2C(C)(C)C12CC(c1cccc(S(=O)(=O)N3CCCC3)c1)=NO2 (configuration not stated)	1	i	-1	2	0	74*	-1.4	1	0
CCOc1ccccc1NC(=O)C(=O)N/N=C/c1ccc([N+](=O)[O-])cc1	16	i	8	-9	-2	-2	0.3	3	-1
CCn1c(/C=C/c2ccccc2)nc2ccccc21	-4	·	21	-1	-1	6	3.7	-3	-4
CC1CN/C(=C\C(=O)c2ccc(Cl)cc2)C(=O)N1 (configuration not stated)	-6	i	-4	3	-2	-14	2.6	·	-7
CC(C)(C)c1nc(C(C)(C)C)c(Br)c(=O)[nH]1	3	i	-4	-2	0	-4	-0.9	9	2
CCCCC1CCC(C(=O)Nc2ccc(N3CCOCC3)cc2N2CCOCC2)CC1 (configuration not stated)	-9	i	-1	-11	-1	19	1.2	-4	-3
Cc1ccc(S(=O)(=O)N2CCOCC2)cc1C(=O)OC(C)C(=O)c1ccccc1 (configuration not stated)	11	i	1	-4	1	16	-0.2	-2	-2
CCCCN1C[C@H](CO)Oc2cccc(F)c2S1(=O)=O	5	i	6	-4	-2	-2	-0.4	2	-8
C/C(=N\NC(=O)Cn1c(-c2ccccn2)nc2ccccc21)c1cccc(O)c1	-8	i	6	-5	-5	-7	-0.8	-2	-1
CCSc1nnc(NC(=O)CCN2C(=O)C3CCCCC3C2=O)s1 (configuration not stated)	-2	i	-7	-12	7	-3	1.1	1	-6
O=C(CN1C(=O)c2ccccc2C1=O)Nc1sc2c(c1C(=O)NCc1ccco1)CCCC2	-2	i	6	-1	2	16	0.4	-4	-3
COc1cccc(NC(=O)[C@@H]2CCCN2C(=O)C2CCN(S(=O)(=O)c3ccc(C)cc3)CC2)c1	-5	i	7	0	2	6	-0.1	4	1
COc1ccc(C(=O)Nc2ccncc2)c(OC)c1	6	i	5	1	0	-8	0.8	-2	-4
O=C(CSc1ccc2nnc(-c3ccccc3)n2n1)NCC1CCCO1 (configuration not stated)	-4	·	-2	-7	-5	-8	-1.1	14	-4
COc1ccccc1C/C(N)=N/OC(=O)c1cccs1	-8	i	0	1	-2	0	-0.2	-5	0
O=C(CC1NCCNC1=O)Nc1ccc2c(c1)OCO2 (configuration not stated)	-3	i	-5	-1	2	-7	0.2	-15	-1
O=C(NC1CCCCC1)c1ccccc1NC(=O)C1CC(=O)N(c2ccc(Cl)cc2)C1 (configuration not stated)	0	i	-5	8	-1	-3	0.1	1	2
CC(C)n1nnnc1C1c2ccccc2C(=O)N1Cc1cccs1 (configuration not stated)	-4	i	1	-6	·	-6	1.1	1	-11
O=C(CCn1c(=S)[nH]c2ccccc2c1=O)NCCCN1CCCC1=O	13	i	37*	4	-3	-4	0.6	2	0
N#Cc1nc(COc2ccc(F)cc2)oc1N1CCN(Cc2ccccc2)CC1	5	i	-33	2	-2	28	0.7	3	-6
COc1ccc(-c2nc(N)ncc2-c2ccc(OC)c(OC)c2)c(O)c1	-10	i	3	-1	-1	1	2.1	-4	-3
COCCn1c(SC(C)C(=O)NCC2CCCO2)nc2scc(-c3ccc(F)cc3)c2c1=O (configuration not stated)	-8	i	-1	2	3	-4	0.2	-4	-7
N#CCC(=O)Nc1ccc(C(=O)OCC(=O)NC(=O)NCc2ccco2)cc1	-105	i	21	-182	5	-4	0.8	-8	-6
CN(C1CCCC1)C1CCN(C(=O)CNC(=O)/C=C/c2ccccc2)CC1	2	i	7	-6	-5	-7	-0.3	2	0
CCn1c(C)nnc1SCC(=O)NC1CCCCCC1	27*	i	-5	6	0	-4	-1.5	-1	-4
Cc1ccc2nsnc2c1NC(=O)c1cncc(Br)c1	1	i	-10	-7	5	-5	1.3	-4	-13
CCn1c(SCC(=O)NCc2ccccc2)nc2ccccc2c1=O	-2	i	4	-9	3	0	-0.6	4	-3
COC(=O)C1=C(C)NC(C)=C(C(=O)OC)C1C(=O)OCc1nnc(-c2ccccc2)o1	-7	i	-12	8	0	-8	0.1	4	-8
COC(=O)[C@H](C)NC(=O)Nc1cccc(C(F)(F)F)c1	-1	i	10	-4	1	-3	0.8	-1	1
CC(C)=CCN1CCN(Cc2nc(-c3ccccc3)cs2)CC1CCO (configuration not stated)	2	i	-4	-11	0	-2	0.5	2	-3
CC1Cc2nc(SCC(=O)Nc3ccc4c(c3)OCO4)n(Cc3ccccc3)c(=O)c2S1 (configuration not stated)	-13	i	9	-14	-5	23	2.4	1	-2
Nc1nc(-c2ccccc2)c(-c2ccccc2)n1N	-54	i	5	-39	-1	-13	0.2	-5	-6
Cn1nc(C(F)(F)F)c(-c2ccc(Br)cc2)c1NC(=O)c1ccco1	0	i	8	0	2	20	0.3	5	0
Cc1ccc(S(=O)(=O)C2(S(=O)(=O)c3ccc(C)cc3)CC2)cc1	-2	i	11	10	1	12	-0.4	0	-4
CCC(=O)n1nc(NCc2ccccc2OC)nc1NCc1ccccc1OC	3	i	5	-6	2	28	-1.0	-8	-10
Cc1nnc(SCC(=O)Nc2ccccc2)n(N)c1=O	-4	i	9	-6	0	-5	-0.8	15	-9
CCn1c(SCC(=O)C(C)(C)C)nnc1-c1cccnc1	-3	i	13	-3	0	-6	0.0	1	-3
O=c1[nH]cnc2c1nc(NCc1ccccc1)n2C1O[C@@H](CO)[C@H](O)[C@@H]1O (some centres not stated)	0	i	-1	-10	4	-5	1.2	1	-3
O=C(COC(=O)c1cc(S(=O)(=O)N2CCOCC2)ccc1F)Nc1ccccc1C(F)(F)F	4	i	2	2	-7	0	-0.2	3	-1
CCc1nccn1-c1cc(C(C)(C)C)nc2c(-c3ccc(Cl)cc3)cnn12	11	i	13	-8	-1	12	1.8	-1	-3
C/C(=N\NC(=O)c1cc(-c2cccc([N+](=O)[O-])c2)n[nH]1)c1ccc(F)cc1	-10	i	31	0	-5	8	-0.1	3	-3
CC(C)C(C)NC(=O)CN1C(=O)NC2(CCc3ccccc32)C1=O (configuration not stated)	-1	i	0	-2	5	-3	-0.3	1	0
Cc1ccccc1C(=O)NCC(c1ccco1)N1CCc2ccccc21 (configuration not stated)	4	i	-30	-10	-1	6	-0.3	-3	-2
O=C(O)C1C2C=CC(C2)C1C(=O)Nc1cccc(C(=O)N2CCCCC2)c1 (configuration not stated)	-6	i	7	-1	4	-8	0.0	2	-7
